Screening data as filed in PubChem.
PTHR1 agonist – activates the human parathyroid hormone receptor PTHR1 | HEK293 GP2 PTHR1 cells, GloSensor cAMP luminescence, 1 h | Potency, µM (doses to about 115 µM), for the others: at the top dose activation, usual class: activators | 410,000 compounds, 0.075% hits | AID 743266; also: potency is read from the fitted curve at half-maximal effect; nearly all actives have a fitted effect of over 55% in size; some results filed as inactive show a strong effect at the top dose; inactives centre near -15; many of its hits are not listed in these tables
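HEK-293-derived GP2 cells expressing PTHR1 and a GloSensor cAMP reporter, 3,000/well, plated overnight, given luciferin plus IBMX (each 0.5 mM as added) for 1 h at 37 °C, then compound for 1 h at 37 °C. Luminescence was read after 15 min at room temperature.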
EPAC2 antag – blocks human EPAC2 exchange factor. 360,000 compounds, 0.18% hits. AID 720708. Q8WZA2. EPAC2 GEF exchange of Rap1B-BODIPY-GDP, fluorescence. Potency, µM (series often up to 114 µM), without a hit: top-dose activity, negative = inhibition, hits mostly inhibitors; also: potency is read from the fitted curve at half-maximal effect; % is scaled to controls: 0 for no effect and ±100 for the full control effect; nearly all actives have a fitted effect of over 45% in size; many of its hits are not listed in these tables
pAkt inh – inhibitors of Akt phosphorylation | Neuro2A IGF-stimulated pAkt S473 HTRF, 20 min; active compounds read low | activity change, % for hits at 50 µM | 360,000 compounds, 0.32% hits | AID 651550; in the data active = activity change below about -80%; inconclusive = mostly about -51% to -80%; also: % is scaled to controls: 0 for no effect and ±100 for the full control effect
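Neuro2A cells (4,500/well, DMEM with 0.5% FBS) were treated with compound at a single 50 µM final concentration, stimulated with 6 nM IGF for 20 min at 37 °C, and lysed. Phospho-Akt Ser473 was read by HTRF as 665/615 ratio ×10^4.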
MmCpn inh – inhibitors of Methanococcus maripaludis chaperonin (MmCpn); 330,000 compounds, 0.031% hits; Potency, µM (series often up to 76.9 µM), without a hit: at the highest dose activity, negative = inhibition, hits mostly inhibitors; AID 504842; purified Mm-Cpn ATPase, ADP Transcreener TR-FRET; also: potency is read from the fitted curve at half-maximal effect; % is scaled to controls: 0 for no effect and ±100 for the full control effect; nearly all actives have a fitted effect of over 80% in size
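Compound-treated chaperonin, 25 nM final, turns over 10 uM ATP at 37°C for 30 min following a 10 min preincubation; ADP generated competes with ADP-d2 for Eu-cryptate antibody, lowering FRET.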
EPAC2 ag – activates human EPAC2 exchange factor | EPAC2 activation, biochemical qHTS; response scale: 100% = 6.5 mM cAMP response | Q8WZA2 | Potency, µM (titrated, usually from 154 µM), for the others: at the highest dose activation, most hits filed as activators | 360,000 compounds, 0.079% hits; also: potency is read from the fitted curve at half-maximal effect; nearly all actives have a fitted effect of over 50% in size
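Readout is BODIPY fluorescence (480 nm excitation, 540 nm emission), which falls as labeled GDP is exchanged off Rap1B. EPAC2 at 100 nM acted on 250 nM RAP1B-BODIPY-GDP with 50 uM GDP present.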
D3 antag – antagonists of human D3 dopamine receptor. P35462. D3R cells, DiscoveRx beta-arrestin luminescence, antagonist mode; active compounds read low. max response, negative = inhibition, %. 360,000 compounds, 2.5% hits; in the data active = max response below about -50%; inconclusive = no clear call, values can overlap the other calls; also: % is scaled to controls: 0 for no effect and ±100 for the full control effect; mostly tested at two doses, the higher about 12 µM
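Cells expressing the human receptor were seeded at 1500 cells/well, incubated overnight at 37 degrees C in 5% CO2, then exposed to library compounds with dopamine controls for 90 minutes at 37 degrees C before luminescent detection.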
CCT chaperon mod – changes cytosolic chaperonin activity; purified chaperonin ATPase assay, HTRF ADP detection, 30 min; 360,000 compounds, 0.3% hits; activity change, % (test concentration not listed), hits read low; in the data active = activity change below about -30%; also: % is scaled to controls: 0 for no effect and ±100 for the full control effect
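ATPase activity: ADP formed was measured by HTRF Transcreener (665/615 nm ratio) after 30 min at 37 deg C with 10 uM ATP. Compounds screened at one 76 uM concentration against 40 or 20 nM TRiC in Tris pH 7.4/KCl/MgCl2/DTT buffer.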
DRD3 agonist – activates the human D3 dopamine receptor. P35462. D3R DiscoveRx beta-arrestin cells, luminescence, 90 min. max activation, %. 410,000 compounds, 0.58% hits. AID 652048; in the data active = max activation above about 30%; also: 0% is about no effect; mostly tested at two doses, the higher about 12 µM
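Agonist mode: compounds and dopamine controls were applied to plated cells for 90 min at 37 degrees C after an overnight attachment at 1500 cells/well. Luminescent read-out followed 30 - 60 minutes at room temperature with DiscoveRx detection reagent.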
* marks the source's active call; other numbers are inactive results; i = inactive; u = inconclusive; & = joins results of further samples; [ ] = another dose, or the depositor's remark. Unless noted, calls follow the shape of the dose curve; as a rule, active = well fitted curve in the direction sought with a large enough effect; inconclusive = small, poorly fitted or top-dose-only effect, or another doubt; inactive = no such curve, though single readings can be large; an effect the other way counts as inactive or inconclusive.

SMILES	PTHR1 agonist	EPAC2 antag	pAkt inh	MmCpn inh	EPAC2 ag	D3 antag	CCT chaperon mod	DRD3 agonist
CC1Cc2ccccc2N1NC(=O)c1ccc(Cl)c(S(N)(=O)=O)c1 (stereo not given)	u	6.3%	i	-0.6%	12.9%	u	0.1	-24.5&4.8&-14.0
CC[C@@H]1C(=O)OC[C@@H]1Cc1cncn1C	-17.8%&-9.2%	1.1%&1.6%	i	0.8%[15.4 µM]	-2.0%&4.5%	0.0&9.5	-2.1&-0.1	10.8&13.8

The list is partial (hit frequency here may not be typical).
